Screening data (PubChem BioAssay)
RBX1-CUL1 inh = blocks human RBX1-Cullin-1 di-ubiquitin formation. in vitro K48 di-Ub FRET, acceptor:donor ratio, 45 min. inhibition, % at 10 µM. hit rate 0.6% among 140,000. AID 1347404; in the data active = inhibition above about 25%
Target sequence (P62877 whole entry, looked up): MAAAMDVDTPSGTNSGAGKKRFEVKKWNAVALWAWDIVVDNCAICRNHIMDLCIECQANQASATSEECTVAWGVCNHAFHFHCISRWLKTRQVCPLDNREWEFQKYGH
Target sequence (Q13616 whole entry, looked up): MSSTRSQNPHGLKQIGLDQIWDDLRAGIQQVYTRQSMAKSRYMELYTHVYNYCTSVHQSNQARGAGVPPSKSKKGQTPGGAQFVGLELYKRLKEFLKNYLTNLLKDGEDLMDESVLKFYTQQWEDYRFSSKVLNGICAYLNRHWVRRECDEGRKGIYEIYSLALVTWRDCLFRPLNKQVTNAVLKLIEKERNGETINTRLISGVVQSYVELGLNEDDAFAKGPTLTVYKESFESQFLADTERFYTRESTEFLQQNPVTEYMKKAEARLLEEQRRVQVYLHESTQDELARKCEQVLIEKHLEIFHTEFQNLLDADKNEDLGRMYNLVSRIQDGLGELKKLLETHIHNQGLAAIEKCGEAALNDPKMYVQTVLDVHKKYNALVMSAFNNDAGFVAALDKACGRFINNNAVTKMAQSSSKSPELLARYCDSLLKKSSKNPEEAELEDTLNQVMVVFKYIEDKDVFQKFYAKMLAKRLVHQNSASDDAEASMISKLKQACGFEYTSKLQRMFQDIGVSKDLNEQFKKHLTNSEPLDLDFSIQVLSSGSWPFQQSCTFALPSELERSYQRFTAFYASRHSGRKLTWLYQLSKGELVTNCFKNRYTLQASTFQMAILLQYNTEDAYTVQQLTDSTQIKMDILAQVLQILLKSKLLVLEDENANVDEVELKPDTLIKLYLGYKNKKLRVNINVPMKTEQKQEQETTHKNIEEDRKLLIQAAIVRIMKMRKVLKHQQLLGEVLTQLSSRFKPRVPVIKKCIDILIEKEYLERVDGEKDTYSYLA
* hit, by the source's call; & = joins results of further samples.

SMILES | RBX1-CUL1 inh
COc1cccc(-c2nn(-c3ccccc3)cc2CN2CCN(C)C(=O)[C@@H]2C)c1 | 11
COc1cc(/C=C2\C(=O)NN(c3ccccc3)C2=O)cc(Cl)c1OCc1ccccc1C | 19
CN1CCC(N2CCCC(NC(=O)CCC(=O)c3ccccc3)C2)CC1 (stereo not given) | 3
O=c1cc(C2CCOCC2)nc(-c2cccc(CN3CCOCC3)c2)[nH]1 | 4
Cc1nn2c(-c3ccco3)c(C#N)cnc2c1-c1ccccc1 | 6
COc1cc(C(=O)O)nc(Cl)n1 | -12
CCc1ccccc1NC(=O)CCc1ccccc1 | -9
CC(C)c1ccc2c(c1)C(N1CCN(C)CC1)Cc1cc(F)ccc1S2 (stereo not given) | 2
CC(C)(C)NC(=O)CSc1ncnc2nc[nH]c12 | -4
CCOc1ccc(C(=O)C2C(=O)C(=O)N(Cc3ccco3)C2c2ccc(N(CC)CC)cc2)cc1 (stereo not given) | 1
CSC(=N/N=C(/N)c1cnccn1)SC | 0
O=C(Nc1ccc(F)cc1)C1CCCN(c2ncnc3c2nc2n3CCCCC2)C1 (stereo not given) | 1
CCCCCn1c(CN2CCN(c3ccc(OC)cc3)CC2)nc2c1c(=O)[nH]c(=O)n2C | 2
CCC12CN3CC(C)(CN(C1)C3c1c[nH]c3ccccc13)C2=O (stereo not given) | 4
CCOc1ccc(C(=O)Nc2cnn(Cc3ccccc3)c2)cc1 | 8
CC1=NC(=O)NC(=O)C1S(=O)(=O)N(CC(=O)NCc1ccccc1Cl)c1cc(C)cc(C)c1 (stereo not given) | 5
c1ccc(-n2nnnc2SCc2ccccc2CSc2nnnn2-c2ccccc2)cc1 | 3
Cc1ccccc1NC(=O)c1ccccc1NC(=O)c1ccccc1Cl | 1
COCCN1CCN(C(=O)c2cc(Cn3ccc4ccccc43)[nH]n2)CC1 | -6
O=C(c1ccc(-c2cccc(-c3ccn(CCO)n3)c2)o1)N1CCCCC1 | 6
CCNC(=O)COc1cc(C)c(Cl)c(C)c1 | 5
Cc1nccn1-c1ccc(NC(=O)C2CCCN2C2CCSCC2)cc1 (stereo not given) | 2
Cc1cccc2cc(C3c4c(ccc5ccccc45)OC(=N)C3C#N)c(Cl)nc12 (stereo not given) | 2
COc1cc(C2CC(=O)N(CCC(=O)O)c3ccccc3S2)cc(OC)c1OC (stereo not given) | 3
Cc1ccc(-c2onc(C)c2C)cc1S(=O)(=O)NCc1ccc(N(C)C)cc1 | -8

The list goes on:
SMILES | RBX1-CUL1 inh
O=C(CCC1CCCN(C(=O)CCc2ccc3c(c2)OCO3)C1)N1CCOCC1 (stereo not given) | -2
Cc1c(Cl)cccc1-n1ncc(C(=O)NC2CCCCC2)c1C1CCN(C(=O)OC(C)(C)C)CC1 | -4
CCc1ccc(-n2c(=O)c3sc4ccccc4c3n(Cc3cccc(F)c3)c2=O)cc1 | 6
Cc1cccn2c(=O)cc(COc3ccc(NC(=O)C(C)Oc4ccccc4)cc3)nc12 (stereo not given) | -8
Cc1cc(Cl)ccc1N=C1CC(=O)CC(C)(C)C1 | 4
O=C(COc1ccc(Cl)cc1)N(Cc1ccco1)Cc1ccco1 | 8
CCOC(=O)C(CC)Oc1ccc2c(C)c(C)c(=O)oc2c1 (stereo not given) | -2
CC1CC(C)CN(CC(O)COC2CCCCC2)C1 (stereo not given) | -1
CCN(C1=C(Cl)C(=O)N(c2cccc(C)c2C)C1=O)c1ccccc1 | 9
COc1cccc(-c2ccnc3c2c(=O)[nH]c(=O)n3C)c1 | 0
C/C(=N\NC(=O)c1ccc2c(c1)OCO2)c1ccc(-n2ccnc2)cc1 | 5
CC(=O)N1CCc2cc(S(=O)(=O)NC(Cc3ccccc3)C(=O)NCc3ccc(C)cc3)ccc21 (stereo not given) | 8
CCOc1ccc(NC(=O)C(CC)n2nc(C)c3c(C)n(-c4ccccc4)nc3c2=O)cc1 (stereo not given) | -4
Cc1ccc(CN2CCC(CN(C)Cc3cnc[nH]3)CC2)o1 | -1
CCc1ccc(NC(=O)CC2C(=O)N(c3cccc(OC)c3)C(=O)N2Cc2ccco2)cc1 (stereo not given) | 0
Cc1cc(C)cc(NC(=O)C(NS(=O)(=O)c2cccc3nsnc23)c2ccccc2)c1 (stereo not given) | -3
CC(C)CCNC(=O)c1c2c(nc3ccccc13)C(=O)N(C1CCCCC1)C2 | -2
OCCOc1ccccc1OCCSCc1ccccc1 | -12
COc1ccc(CCNC(=S)Nc2cc(Cl)ccc2Cl)cc1OC | -3
Cc1cccnc1NCc1ccc(O)c2ncccc12 | 2
Cc1nc(C)c(CC(=O)NCc2nc(NCCCc3ccccc3)c3ccccc3n2)s1 | -9
CCOc1ccc(C(Nc2cc(C)ccn2)c2ccc3ccc(C)nc3c2O)cc1OC (stereo not given) | 4
CCOc1cc(CNn2nnnc2N)cc(Br)c1OCc1ccc(Cl)cc1Cl | -14
Cc1ccc2c(c1)CN(CC(=O)NCCc1cn3ccsc3n1)CC(c1ccsc1)O2 (stereo not given) | 1
CCC(=O)C1CCCN(C(=O)C2CCCN(c3nc(C)c4ccc(OC)cc4n3)C2)C1 (stereo not given) | 2

Further entries follow.
SMILES | RBX1-CUL1 inh
O=C(O)C(Cc1cccs1)c1ccccc1 (stereo not given) | 4
CC1=C(C(=O)Nc2ccccc2)C(c2ccc(Cl)cc2)n2c(s/c(=C/c3ccoc3)c2=O)=N1 (stereo not given) | 0
O=C1CCCCN1CCC(=O)N1CCCC(CCc2cccc(F)c2)C1 (stereo not given) | 5
O=C(Nc1cc(C(F)(F)F)ccc1Cl)c1cnn(-c2ccccc2)c1-n1cccc1 | -14
Cc1ccc2[nH]c3c(=S)nc[nH]c3c2c1 | 0
O=C(Nc1nccs1)c1cccc(I)c1 | 2
CCCOC(=O)CSc1nnc2ccc3ccccc3n12 | -7
CC1CN(C(=O)CCC(=O)NCc2cccs2)c2ccccc2O1 (stereo not given) | -4
CNCc1cc(Br)c(OCC(=O)Nc2ccccc2OC)c(OC)c1 | 8
O=C1NC(=O)/C(=C\c2ccc(N3CCCC3)c(F)c2)S1 | -5
C=CCOc1ccc(/C=N/Nc2nc(-c3ccccc3)cs2)cc1 | 4
CC(=O)OCC1OC(Oc2ccc3c(=O)c(-c4csc(C)n4)c(C)oc3c2)C(OC(C)=O)C(OC(C)=O)C1OC(C)=O (stereo not given) | -2
CCN(CC)C(=O)C1C(C)=Nc2nc3ccccc3n2C1c1ccccc1F (stereo not given) | -6
CC(=O)Nc1c(C)cc(C)cc1C(=O)O | -2
N#Cc1ccc(C(=O)N/N=C/c2cn(Cc3ccc(F)cc3)c3ccccc23)c(F)c1 | -2
CCCC(=O)Nc1cccc(OCc2cc(=O)n3cccc(C)c3n2)c1 | 3
CCOc1ccc(C2Oc3c(ccccc3=O)C(=O)C2=O)cc1 (stereo not given) | -6
COc1cccc(CNc2nn[nH]n2)c1OC | 0
Cc1nc(N2CCCC2)c2c(C(=O)N3CCN(c4cccc(Cl)c4)CC3)c(C)oc2n1 | 7
CC1=NN(C)c2nc3c(c(=O)n(C/C=C/c4ccccc4)c(=O)n3C)n2C1 | 8
COc1cc(CN(C)CC2CCOCC2)ccc1OCC(O)CN1CCSCC1 (stereo not given) | 4
COCCN1CC(C(=O)NCc2ccc(C(F)(F)F)cc2F)CCC1=O (stereo not given) | -4
C=Cc1ccc(Cn2c(C(=O)O)c(CNC3CCCC3)c3ccc(C)cc32)cc1 | 0
CCOC(=O)C1C(C)=Nc2ncnn2C1c1ccc(Cl)cc1Cl (stereo not given) | 2
COc1ccc(-c2n[nH]c(C(=O)N/N=C\c3ccc(O)cc3)c2C)cc1 | 6

Following part.
SMILES | RBX1-CUL1 inh
COc1ccc(NC(=O)CSc2nc3c(oc4ccccc43)c(=O)n2Cc2ccco2)cc1Cl | -10
O=C(NC(Cc1ccc(Cl)cc1)(Cc1ccc(Cl)cc1)C(=O)O)c1ccccc1 | 3
CCOC(=O)c1[nH]c2c(c1C)C(=O)CC(c1cccs1)C2 (stereo not given) | 16
Cc1c(C)n(Cc2ccccc2)c2ccc(C(=O)NCc3ccco3)cc12 | -12&13
COc1ccc(C2C(C(=O)c3ccc(F)cc3)C(=O)C(=O)N2CC2CCCO2)cc1 (stereo not given) | 8
O=C(CN(Cc1ccc(Cl)cc1)S(=O)(=O)c1ccccc1)Nc1cccc(F)c1 | 3
CC1N=C2N=C(N)NC(=O)C2N(C(=O)c2cccnc2)C1C (stereo not given) | 0
COc1ccc2nc(C)cc(Nc3ccc(Oc4ccc(Br)c5ccccc45)c(Cl)c3)c2c1 | 8
COCc1nnc(NC(=O)c2cccnc2)s1 | -3
COC(=O)c1ccc(C)c(OC(=O)c2cc(F)c(Cl)nc2Cl)c1 | -2
COc1ccc(NC(=O)C2CC(=O)NC3=C2C(=O)CC(C)(C)C3)cc1 (stereo not given) | -2
O=C(COc1cc(Cl)ccc1Cl)N1CCN(c2ncccn2)CC1 | 4
CCc1sc(N)nc1-c1ccccc1 | 15
CC(CO)Nc1ccc(-c2nc(Cc3ccc(F)cc3)no2)cn1 (stereo not given) | 1
COc1ccc(CN2CCN(Cc3ccccn3)CC2CCO)c(F)c1 (stereo not given) | 5
O=C(c1ccccc1-c1ncc[nH]1)N1CCCC(CO)(Cc2cccc(Cl)c2)C1 (stereo not given) | -6
CN1CCC(N2CCCC(NC(=O)c3ccccc3)C2)CC1 (stereo not given) | 2
COc1ccccc1Oc1ncccc1CNCc1ccc2nonc2c1 | 8
CCSc1nnc(-c2ccccc2O)n1-c1ccccc1 | 17
Cc1cc(C)nc(NC(=O)C(C)Oc2ccc(Br)cc2Br)n1 (stereo not given) | -7
O=C(c1ccc(S(=O)(=O)N2CCCCC2)cc1)N1CCN(c2ccccc2)CC1 | -1
CCOC(=O)C1CCN(S(=O)(=O)c2ccc(OC(F)(F)F)cc2)CC1 | 6
COC(=O)CC(NC1CCN(c2ccc(NS(=O)(=O)c3ccccc3)cc2)CC1)C(=O)OC (stereo not given) | 11
COc1ccc(NC(=O)C2C(C)=NC(=S)NC2c2cc(OC)ccc2OC)cc1 (stereo not given) | 0
CSc1ccc(C2C(C(=O)OC(C)C)=C(C)N=c3s/c(=C/c4cc(C)n(C)c4C)c(=O)n32)cc1 (stereo not given) | -1

Additional results.
SMILES | RBX1-CUL1 inh
CC(C)CC(=O)Nc1cc(Cl)c(O)c(Cl)c1 | 1
CCN(CCn1cccn1)Cc1cn[nH]c1-c1ccc(F)cc1F | 8
COc1ccc(-c2n[nH]c(=S)n2-c2cc(OC)ccc2OC)cc1 | -3
CC(=O)N1CCOc2cc(S(=O)(=O)NCc3ccc(F)cc3)c(C)cc21 | -2
Cc1nc(SCC#N)c(C#N)c(C)c1C | 0
Cc1ccc(-c2nnc3c4nnc(-c5ccc(C)cc5)n4c4ccccc4n23)cc1 | 4
CCOC(=O)c1nn(C)c(C)c1Br | 3
CCOc1ccc(C(=O)Nc2cc(-c3cn4cccnc4n3)ccc2C)cc1OCC | -2
COc1cccc(-c2nc3c(C#N)c[nH]n3c2NC2CCCCC2)c1OC | 6
CN(C)c1cnn(CC(=O)NCc2nc3ccccc3[nH]2)c(=O)c1 | 5
CC1CCN(S(=O)(=O)c2ccc3nc(Nc4ccc(C#N)cc4)ccc3c2)CC1 | 1
Cc1ccc(C(=O)N2N=C(c3cccs3)CC2c2ccccc2)cc1 (stereo not given) | 3
COc1ccc(C23CC(C)Sc4ccccc4N2C(=O)C3Oc2ccccc2)cc1 (stereo not given) | -1
CC1(C(=O)N2CCC(N3CCCC(C(=O)NCCc4ccccc4)C3)CC2)CC1 (stereo not given) | -1
CC(C)C1c2c(n[nH]c2-c2ccccc2)OC(=N)C1C#N (stereo not given) | 0
COCCOC(=O)C1C(C)=NC(=O)NC1c1cn(-c2ccccc2)nc1-c1ccccc1 (stereo not given) | -3
Cc1ccc2nc3c(cc(C(=O)N4CCCCC4)n3C)c(=O)n2c1 | -4
C=CCOc1cccc(NS(C)(=O)=O)c1 | 3
COc1cccc(CNC(=O)C2CCC(CNS(=O)(=O)c3ccc(Br)s3)CC2)c1 (stereo not given) | -2
COc1cccc(NC(=O)C2C(C)=NC(=O)NC2c2ccc(Cl)cc2)c1 (stereo not given) | 7
CCOC(=O)c1noc2ncnc(N3CCC(C)CC3)c12 | -2
CCCC1=Nc2cc(C(=O)NC3CCCC3)ccc2Sc2ccc(C)cc21 | 0
O=C1CC2NCCc3cccc1c32 (stereo not given) | 0
O=C(c1ccc([N+](=O)[O-])cc1)N1c2ncnn2C2(CCCCC2)[C@@H]2CCCC[C@@H]21 | 3

Only part of the results is shown. The share of hits here may be higher or lower than overall.
